TAAR1 antagonist = human TAAR1 antagonism; Q96RJ0; inhibition, % at 3 µM; CHO RD-HGA16 TAAR1, Fluo-8 calcium fluorescence, antagonist; hit rate 1.5% among 360,000;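 active = inhibition above a per-plate cutoff, the mean inhibition of test compounds on that plate plus 3 SD, cut at about 49% in these data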;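 also: 0% = DMSO plus EC80 beta-PEA response and 100% = DMSO alone without agonist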
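test system = CHO RD-HGA16 cells bearing hTAAR1 | replication = singlicate | controls = DMSO-only wells and EC80 β-PEA-stimulated wells | reagent = EC80 β-phenethylamine stimulus | read-out basis = percent inhibition of PEA-evoked calcium signal, max/basal emission ratio | schedule = seeding 17-24 h prior, 75-min 37 °C, 30-min RT dye loading | signal = kinetic Fluo-8 calcium fluorescence measurement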
OXTR potentiate = potentiators of human oxytocin receptor; P30559; CHO-OTR cells, Fluo-8 calcium fluorescence, potentiator mode; 0% = oxytocin EC15, 100% = EC100; activation, % at 3 µM; hit rate 0.061% among 320,000; AID 2445;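 active = activation above that plate's cutoff, the mean activation of tested compounds plus 3 SD, cut at about 6.6% in these data, passing the limit was not always enough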;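 also: 100% uses oxytocin at 75 nM as the full agonist control; some results filed as inactive read as strong as hits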
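System: human OTR in CHO cells / Also added: sub-maximal oxytocin, roughly EC15 / Control set: EC15 oxytocin low, 75 nM oxytocin high / Schedule: 6 min compound pre-incubation at room temperature, 100 s kinetic read / Compound: single-point 3.0 µM / Replication: singlicate / Technique: Fluo-8 calcium dye fluorescence / Read-out basis: % activation of max/min ratio relative to oxytocin controls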
CHRM1 PAM = positive allosteric modulators of human M1 muscarinic receptor; CHO-K1 hM1, Fluo-8 calcium fluorescence, ACh EC20; 0% = ACh EC20, 100% = maximal ACh; activation, % at 3 µM; hit rate 0.088% among 360,000; AID 588819; in the data active = activation above about 19%, passing the limit was not always enough
Target sequence (P11229 whole entry, looked up): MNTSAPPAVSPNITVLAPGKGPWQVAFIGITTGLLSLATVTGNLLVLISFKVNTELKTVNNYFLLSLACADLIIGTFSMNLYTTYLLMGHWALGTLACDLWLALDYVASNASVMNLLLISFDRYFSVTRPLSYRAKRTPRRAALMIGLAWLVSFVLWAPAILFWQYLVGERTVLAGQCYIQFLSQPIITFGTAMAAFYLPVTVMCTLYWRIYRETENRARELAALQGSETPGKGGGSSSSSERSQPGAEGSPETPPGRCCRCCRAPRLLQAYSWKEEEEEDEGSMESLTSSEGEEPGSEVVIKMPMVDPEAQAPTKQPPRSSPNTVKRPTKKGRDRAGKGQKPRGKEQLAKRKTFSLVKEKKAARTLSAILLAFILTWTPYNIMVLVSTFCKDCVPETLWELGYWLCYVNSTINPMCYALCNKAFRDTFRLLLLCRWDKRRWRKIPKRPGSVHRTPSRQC
TAAR1 agonist = agonists of human TAAR1; Q96RJ0; CHO RD-HGA16 TAAR1, Fluo-8 calcium fluorescence; vehicle wells 0%, saturating PEA agonist 100%; activation, % at 3 µM; hit rate 0.99% among 360,000;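 active = activation above the mean activation of all test compounds in the run plus 3 SD, cut at about 38% in these data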
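Test system: RD-HGA16 (CHO) cells co-expressing Gα16 and hTAAR1 / Benchmarks: DMSO vehicle as 0%, PEA at EC100 as 100% / Repeats: no replicates (n 1) / Measure: % activation from peak over basal fluorescence ratio, DMSO-to-PEA scaled / Timing: 17-24 h plating, Fluo-8 75 min 37 °C, 30 min RT / Technique: kinetic Fluo-8 calcium fluorescence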
M1 ag = human M1 muscarinic receptor agonism. hit rate 0.33% among 360,000. CHO-K1 hM1, Fluo-8 calcium fluorescence, agonist mode; 0% DMSO, 100% acetylcholine EC100. activation, % at 3 µM. P11229;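 active = activation above the run's mean compound activation plus 3 SD, cut at about 16% in these data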;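 also: peak over basal fluorescence ratio within a 140 s kinetic read after compound addition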
OXTR ag = activates the human oxytocin receptor | activation, % at 3 µM | P30559 | CHO-OTR cells, Fluo-8 calcium fluorescence; normalized: DMSO 0%, oxytocin 100% | hit rate 0.32% among 320,000;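 active = activation above the mean of all tested compounds plus 3 SD, cutoff set per screening run, cut at about 20% in these data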;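 also: peak over basal fluorescence ratio from a 100 s FLIPR kinetic read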
V1R ag counter = activates human V1a receptor in oxytocin agonist counter-screen; activation, % at 3 µM; CHO-V1R cells, Fluo-8 calcium fluorescence, agonist mode; 0% DMSO, 100% 3 nM vasopressin; hit rate 0.25% among 320,000;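 active = activation above the mean activation of all tested compounds plus 3 SD, per screening run, cut at about 20% in these data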;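 also: signal is peak over basal fluorescence ratio across a 100 second FLIPR read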
Target sequence (P37288 whole entry, looked up): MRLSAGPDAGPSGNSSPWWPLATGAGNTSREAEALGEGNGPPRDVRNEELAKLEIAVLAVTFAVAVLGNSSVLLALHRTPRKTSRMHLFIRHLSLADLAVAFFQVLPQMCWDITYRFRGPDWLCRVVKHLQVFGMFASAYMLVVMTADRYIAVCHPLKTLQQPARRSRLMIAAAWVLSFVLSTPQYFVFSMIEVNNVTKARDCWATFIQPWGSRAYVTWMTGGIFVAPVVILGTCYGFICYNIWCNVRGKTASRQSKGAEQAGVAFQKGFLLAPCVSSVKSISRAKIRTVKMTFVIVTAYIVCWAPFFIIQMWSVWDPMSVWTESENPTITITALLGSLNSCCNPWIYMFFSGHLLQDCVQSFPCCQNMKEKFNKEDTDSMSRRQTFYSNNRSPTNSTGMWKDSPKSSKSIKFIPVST
CHRM1 antagonist = antagonists of human M1 muscarinic receptor. P11229. CHO-K1 hM1, Fluo-8 calcium fluorescence, ACh EC80 antagonist. inhibition, % at 3 µM. hit rate 1.3% among 360,000. AID 588852;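 active = percent inhibition above its own plate's cutoff, namely the mean of that plate's compound wells plus 3 SD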;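 also: peak over basal fluorescence ratio during 140 s after agonist addition; 0% = ACh EC80 plus DMSO and 100% = DMSO alone without agonist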
CHO parental Ca = signal in parental CHO cells, OX1R antagonist counter-screen; parental CHO-K1, ATP-induced calcium, Fluo-8 fluorescence; AID 463079; hit rate 0.63% among 330,000; inhibition, % at 5.6 µM;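 active = inhibition above that plate's mean sample inhibition plus 3 SD, cut at about 26% in these data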;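 also: 0% = ATP-challenged DMSO wells and 100% = DMSO wells without ATP; some compounds past the cut are filed as inactive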
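Test system: untransfected parental CHO cell line. Compound: one dose, 5.6 µM nominal. Detection: intracellular calcium via Fluo-8 no-wash fluorescent dye. Measure: % inhibition. Benchmarks: ATP-challenged DMSO wells low, unchallenged DMSO wells high.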
* = called active by the depositor; nt = no result given.

compound	TAAR1 antagonist	OXTR potentiate	CHRM1 PAM	TAAR1 agonist	M1 ag	OXTR ag	V1R ag counter	CHRM1 antagonist	CHO parental Ca
CCOc1cc(C(=O)NC2CC(C)(C)NC(C)(C)C2)cc(OCC)c1OCC	-7	-5	14	10	2	-0.7	-0.1	-12	-6
N#CC1=C(N)Oc2cc(O)ccc2C1c1ccncc1 (stereo not drawn)	10	-1	1	13	-1	3.6	5.5	-6	-8
O=C(c1ccccc1)N(Nc1ccccc1)c1ccccc1	-8	-6	7	10	-12	-2.4	-0.6	-3	-12
COc1ccccc1CNC(=O)COC(=O)c1ccc(S(=O)(=O)N2CCCC2)cc1	23	-10	-7	12	0	-0.1	1.0	8	-7
COc1ccc(NC(=O)CSc2ccccn2)cc1	-8	-8	1	10	-4	0.3	-0.7	-4	-11
O=C(NCCCc1ccccc1)c1cncc(Br)c1	-1	-5	-7	2	-2	-1.0	-0.8	6	5
O=c1oc2ccccc2c2oc3cc(O)c(O)cc3c12	-17	-5	9	0	-1	0.2	-0.1	-10	6
O=C(Nc1nnc([C@H]2C[C@H](O)[C@@H](CO)O2)s1)C(c1ccccc1)c1ccccc1	-4	nt	16	1	0	nt	nt	-12	nt
S=c1[nH]nc(COc2ccc(Cl)cc2)o1	-1	-1	4	12	-2	1.0	1.3	3	-7
O=C(Nc1cccc(-c2csc(Nc3ccc(Cl)cc3)n2)c1)c1cccc(C(F)(F)F)c1	35	-1	5	15	-4	0.1	0.1	-3	-15
Cc1ccc(C)c(NC(=O)c2cc(-c3ccccc3)nn2-c2ccccc2)c1	17	-5	-11	2	-7	-1.9	1.5	6	-7
Cc1ccc(C)c(C(=O)CCC(=O)Nc2ccc(N3CCN(C)CC3)cc2C)c1	6	-6	-17	13	-8	1.9	1.3	19	-11
COc1ccc2oc(C(=O)OCC(=O)N3CCN(S(=O)(=O)c4ccc(C)cc4)CC3)c(C)c2c1	5	-5	2	3	1	2.3	5.5	0	-11
O=C1CN(C(=O)COC(=O)/C=C/c2ccc(OC(F)F)cc2)c2ccccc2N1	6	-7	-13	1	-10	4.4	4.9	16	12
COc1cccc(CNC(=O)CCNS(=O)(=O)c2ccc3[nH]c(=O)oc3c2)c1	nt	-13	10	nt	0	0.3	-0.8	-7	-2
CCOC(=O)C1CCN(C(=O)CN(C)S(=O)(=O)c2ccc3c(c2)c(=O)n(C)c(=O)n3C)CC1	-20	-8	3	0	-5	-0.3	1.0	-4	-12
Oc1cccc(/C=N/N=C/c2cccc(O)c2O)c1O	6	-4	7	15	3	1.6	1.1	-18	-9
COc1ccc(S(=O)(=O)N2CCCCC2)cc1NC(=O)CSc1ncccn1	8	-2	15	2	3	0.1	0.9	-14	-10
Cc1cc(=O)[nH]c(N/N=C/c2ccc(OC(=O)c3ccco3)cc2)n1	8	-7	3	5	-5	-0.4	1.0	-3	-8
CCC(c1nnnn1C(C)(C)CC)N(CCCN1CCOCC1)Cc1cc2cccc(C)c2[nH]c1=O (stereo not drawn)	0	6	2	9	-12	0.9	0.3	3	-22
CCOc1cc(CNC2CCCC2)cc(Cl)c1OCc1ccc(F)cc1	16	-12	1	40*	1	21*	10	-15	12
CCN(C(=O)/C=C/c1ccc2c(c1)OCO2)c1ccccc1	-20	-16	5	-2	-11	-2.0	-0.6	-15	-18
Cc1cc(S(=O)(=O)NC2CCCCC2)ccc1OCC(=O)NCC1CCCO1 (stereo not drawn)	-4	-11	3	2	-3	2.3	2.2	-2	-3
CC(/C=C1\SC(=S)N(CCC(=O)Nc2ccccc2O)C1=O)=C\c1ccccc1	9	1	3	0	-1	0.6	1.0	4	2
C[C@@H]1CN([C@H](C)CO)C(=O)c2cc(Br)cnc2O[C@H]1CN(C)C(=O)CC1CC1	7	nt	7	0	-2	nt	nt	-14	nt

Overlap with the part before: 2 compounds, then new ones.
compound	TAAR1 antagonist	OXTR potentiate	CHRM1 PAM	TAAR1 agonist	M1 ag	OXTR ag	V1R ag counter	CHRM1 antagonist	CHO parental Ca
CC(/C=C1\SC(=S)N(CCC(=O)Nc2ccccc2O)C1=O)=C\c1ccccc1	9	1	3	0	-1	0.6	1.0	4	2
C[C@@H]1CN([C@H](C)CO)C(=O)c2cc(Br)cnc2O[C@H]1CN(C)C(=O)CC1CC1	7	nt	7	0	-2	nt	nt	-14	nt
CCn1c(CSc2nc(C)cc(C)n2)nnc1SCC(=O)Nc1cccc2ccccc12	-6	-9	14	-2	-6	-1.1	0.4	-21	-17
CC(C)(C)C(=O)Nc1ccc(C(=O)Nc2cccc(Oc3ccc(C(=O)O)c(C(=O)O)c3)c2)cc1	-7	-10	4	3	-3	0.2	-0.1	-8	3
COc1ccc(Nc2ncc(C#N)c(N)n2)c(OC)c1	5	1	14	0	1	-1.4	-2.0	-6	-5
CCCNC(=O)c1ccc(N2CCC3(CC2)CC(c2cccc(Br)c2)=NO3)c(N)c1	24	-7	1	7	-7	0.8	4.6	3	-15
CN(C)C(=O)c1ccc(-c2cc(C(F)(F)F)n(C)n2)s1	-4	-1	8	0	-4	1.1	-0.5	-2	-9
CCC(C)NC(=O)CSc1nnc(-c2cc(-c3ccc(C)cc3)nc3ccccc23)n1N (stereo not drawn)	7	-12	3	3	-4	-1.9	-1.9	-9	-29
Cc1cccc(CN2CCN(Cc3ccc4nonc4c3)CC2CCO)n1 (stereo not drawn)	-34	-9	9	0	-6	0.1	-0.1	-8	1
COc1ccc(C(=O)Cc2ccc(OC)c(OC)c2)c(OC)c1	9	-9	-4	6	3	5.7	5.8	6	-13
Cc1cc(C(=O)Cn2cnc3cc(F)ccc3c2=O)c(C)n1C1CC1	-6	-2	6	1	-1	-0.2	0.3	-6	-8
Cc1ccc(C(C(=O)NC2CCCCC2)N(Cc2cccnc2)C(=O)c2csnn2)cc1 (stereo not drawn)	15	-6	0	-3	-1	0.5	0.6	-6	-23
COc1ccc(N(CC(=O)NCc2ccccc2)C(=O)CCC(=O)Nc2cc(C)ccn2)c(OC)c1	18	-1	7	3	-2	-0.1	-0.3	-11	-27
CNC(=S)NCc1ccc2[nH]c3c(c2c1)CCCC3	8	-6	6	1	-6	4.4	1.2	-8	-4
COC(=O)/C=C1\S/C(=N/N=C/c2ccco2)NC1=O	-2	-13	-6	4	-5	-0.8	0.4	9	-8
Cc1nc(-c2ccncc2)sc1C(=O)Nc1ccc(Br)cc1	-1	-7	3	7	-12	0.6	2.1	-4	-24
O=C(Nc1ccc(-c2cn3ccsc3n2)cc1)C1CCCC1	17	-3	6	9	-4	0.1	-0.2	-10	-13
Cc1occc1-c1nnc(SCC(=O)Nc2ccccc2)n1C	-2	-5	9	7	-14	0.4	-0.1	-13	3
O=C(OCC(=O)c1ccc[nH]1)c1ccc(C(F)(F)F)cc1	-7	-5	6	0	-5	0.2	0.4	-11	-6
COC(=O)C1(C(=O)OC)Sc2ccccc2C1=O	-11	-3	0	2	-5	-0.7	1.0	-1	-1
Cc1ccc(NC(=O)COC(=O)C2(c3ccc(Cl)cc3)CCCC2)cc1	58*	-12	-11	10	-5	1.8	3.1	14	19
Cn1cccc1Cc1nnc(SCC(=O)NC2CCCCC2)n1CCc1ccccc1	41	1	9	2	0	-1.8	-0.8	5	-20
Cc1ccc(-n2c(C)cc(C(=O)CSc3nncs3)c2C)cc1	43	-7	-7	5	-5	4.3	4.8	0	24
Cc1c(C(=O)NCc2ccccc2)oc2c1C(=O)CCC2	-15	-2	2	2	-3	-0.3	-0.3	0	-15
O=C(CSc1ccc(-c2cccnc2)nn1)c1ccc([N+](=O)[O-])cc1	-26	-12	-2	-2	-7	-2.2	-1.1	3	-7
Oc1csc(Cc2nc(-c3ccccc3F)cs2)n1	-9	-20	5	10	-9	-3.0	-0.7	-4	1
Cc1ccc(Cl)cc1NC(=O)C1CC(=O)Nc2ncnn21 (stereo not drawn)	-18	-7	2	0	-2	0.2	0.6	-4	4

Next section:
compound	TAAR1 antagonist	OXTR potentiate	CHRM1 PAM	TAAR1 agonist	M1 ag	OXTR ag	V1R ag counter	CHRM1 antagonist	CHO parental Ca
Cc1csc2nc(O)c(C(=O)NCCN3CCOCC3)c(=O)n12	5	-4	8	-1	-2	0.1	0.6	-6	-13
CCc1ccc(NC(=O)CSc2nnc(CNC(=O)c3cccs3)o2)cc1	-30	-9	-2	1	-3	2.5	3.0	5	2
O=C(CCS(=O)(=O)c1ccc(Cl)cc1)Nc1ccccc1Br	-8	1	3	2	-1	-0.8	-1.1	-10	-16
O=C(O)c1cn(-c2ccccc2)nc1-c1cccnc1	2	-4	-8	17	-4	0.0	0.9	3	7
O=C(Nc1ccc(Cl)cc1)C(c1ccccc1)N1CCOCC1 (stereo not drawn)	-5	-5	5	4	-7	-1.1	0.2	4	-7
C=CCOc1ccc(C2NC(=O)c3ccccc3O2)cc1 (stereo not drawn)	-2	4	8	9	-4	0.7	0.0	-15	-1
Fc1ccc(-c2onc3ccc(C4OCCO4)cc23)cc1	-14	-12	17	2	0	-2.0	-2.3	-15	4
O=C(OCCOc1cccc(Cl)c1)c1cc(S(=O)(=O)N2CCCCC2)ccc1N1CCOCC1	24	-8	5	0	0	-1.1	-0.1	2	38*
Cc1nc2cc(OCc3cc(C(=O)NC(C)c4cn(C)nc4C)no3)ccc2s1 (stereo not drawn)	-19	-2	4	2	-1	2.5	7.9	-2	-13
CCOC(=O)N1CCC(NC(=O)CSCc2nc(-c3ccc(OC)c(OC)c3)oc2C)CC1	5	6	9	1	-7	-1.6	-0.2	-9	-15
O=[N+]([O-])c1ccc(COc2cccc(CN3CCCCC3)c2)cc1	-10	nt	-9	5	-9	nt	nt	7	nt
O=C1CC(NNC(=O)c2ccccc2)C(=O)N1 (stereo not drawn)	-4	-1	13	7	-4	1.2	0.3	-13	-8
CCOC(=O)c1cnc2c(OC)cccc2c1N1CCN(c2ccc(OC)cc2)CC1	-3	4	-8	13	-3	-2.6	0.0	-11	-28

Marked active in TAAR1 agonist, of those listed so far:
Structure	OXTR potentiate	CHRM1 PAM	TAAR1 agonist	M1 ag	CHRM1 antagonist
CCOc1cc(CNC2CCCC2)cc(Cl)c1OCc1ccc(F)cc1	-12	1	40*	1	-15

Assay outcomes from PubChem BioAssay.
